# Bioassay records (PubChem BioAssay)
# ELG1 repair inh – inhibitors of ELG1-dependent DNA repair in HEK293T cells; 330,000 tested, 2.3% active; Potency, µM (top dose mostly 46.1 µM), for inactives: at the top dose activity change, negative = inhibition, actives largely listed as inhibitors; HEK293T ELG1-luciferase reporter, luminescence, 16 h; DNA damage induced by 5-fluorouridine; further: potency means the concentration at half of the fitted maximal effect; on the % scale 0 is the no-effect control and ±100 the full control effect; nearly all actives have a fitted effect of over 55% in size
#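 In this reporter screen, reduction of luminescence relative to DMSO vehicle indicated activity. Compounds and 5-fluorouridine were added together to 2,000 cells per well, incubated for 16 hr at 37 °C, then developed with ONE-Glo.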
# FLuc counter – firefly luciferase modulation, counter-screen for miR-21 project | P08659 | purified FLuc, Km substrates, luminescence inhibition | Potency, µM (top dose mostly 57.5 µM), inactives show at the highest dose activity change, negative = inhibition, most hits filed as inhibitors | 360,000 tested, 6.9% active | AID 588342;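 further: potency means the concentration at half of the fitted maximal effect; plate controls were vehicle for no effect and reference inhibitor for full effect; nearly all actives have a fitted effect of over 55% in size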
#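 Purified P. pyralis luciferase, 10 nM final, with Km-level 10 uM D-luciferin and 10 uM ATP in 50 mM Tris acetate pH 7.5, 10 mM Mg acetate, 0.01% Tween-20, 0.05% BSA; 6-point qHTS titration about 60 µM downward; luminescence read.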
# MBNL1-CUG inh – MBNL1-poly(CUG) RNA binding inhibition | Q9NR56 | TR-FRET MBNL1-His/biotin-(CUG)12 binding, 665/545 ratio | Potency, µM (doses to about 57.5 µM), inactives show top-dose activity change, negative = inhibition, most hits filed as inhibitors | 280,000 tested, 0.036% active | AID 2675; active means well fitted inhibition curve with a large enough effect in the signal ratio, with a control signal flat, not every such curve was filed as active; inconclusive means small, poorly fitted or top-dose-only effect, or effect the other way, or a change in a side signal; inactive means no such curve, though single readings can be large or run the other way; the % refers to the signal ratio; further: potency means the concentration at half of the fitted maximal effect; on the % scale 0 is the no-effect control and ±100 the full control effect
# Target sequence (Q9NR56 whole entry, looked up): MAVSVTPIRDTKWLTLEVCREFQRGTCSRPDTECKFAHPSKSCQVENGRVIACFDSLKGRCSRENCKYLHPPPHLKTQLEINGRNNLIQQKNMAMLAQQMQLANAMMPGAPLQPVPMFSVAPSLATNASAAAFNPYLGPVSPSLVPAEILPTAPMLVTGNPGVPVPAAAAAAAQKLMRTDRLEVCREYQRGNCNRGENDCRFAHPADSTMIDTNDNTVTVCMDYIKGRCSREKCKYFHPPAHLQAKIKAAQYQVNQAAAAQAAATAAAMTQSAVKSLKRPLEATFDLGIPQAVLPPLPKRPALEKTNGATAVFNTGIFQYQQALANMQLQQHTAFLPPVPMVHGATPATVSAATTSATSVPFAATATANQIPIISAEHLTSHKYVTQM
#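 TR-FRET readout: Ex 340 nm, 665/545 nm emission ratio, normalized to buffer-only (basal) and MBNL1-(CUG)12 controls. Complex of MBNL1-His with Biotin-(CUG)12, compounds 92 nM–58 uM, incubated 60 min at room temperature.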
# Menin MLL FP TR – inhibitors of human menin-MLL interaction, mutant MLL peptide | O00255 | Menin + Texas Red MLL mutant peptide, fluorescence polarization | Potency, µM (series often up to 61.6 µM), for inactives: at the highest dose FP activity change, negative = inhibition, actives largely listed as inhibitors | 270,000 tested, 0.23% active | AID 1768; active means well fitted inhibition curve with a large enough effect in the polarisation, with a control signal flat, not every such curve was filed as active; inconclusive means small, poorly fitted or top-dose-only effect, or effect the other way, or a change in a side signal; inactive means no such curve, though single readings can be large or run the other way; the % refers to the polarisation; further: potency means the concentration at half of the fitted maximal effect; % of control where 0% means no effect; many of its hits are not listed in these tables
# NPC1 promoter act – NPC1 promoter activation | Huh7 NPC1 promoter luciferase reporter, 24 h | 320,000 tested, 2.4% active | Potency, µM (highest dose often 9.22 µM), for inactives: at the highest dose activation, most hits filed as activators;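 further: potency means the concentration at half of the fitted maximal effect; % of control where 0% means no effect; nearly all actives have a fitted effect of over 60% in size; reporter is driven by a mutant NPC1 promoter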
#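 Readout is luciferase luminescence, reflecting NPC1 promoter activation in stably transfected Huh7 cells after 24 h compound exposure at 37 °C in reduced-serum medium with 10% FBS.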
# PKM2 act – increases activity of human pyruvate kinase M2; 260,000 tested, 0.34% active; Potency, µM (series often up to 57.5 µM), for the others: top-dose activation, hits mostly activators; P14618; purified PKM2, Kinase-Glo ATP luminescence, activation; response scale: 0% is enzyme alone, no compound; further: potency means the concentration at half of the fitted maximal effect; on the % scale 0 is the no-effect control and ±100 the full control effect; nearly all actives have a fitted effect of over 55% in size
# Target sequence (P14618 whole entry, looked up): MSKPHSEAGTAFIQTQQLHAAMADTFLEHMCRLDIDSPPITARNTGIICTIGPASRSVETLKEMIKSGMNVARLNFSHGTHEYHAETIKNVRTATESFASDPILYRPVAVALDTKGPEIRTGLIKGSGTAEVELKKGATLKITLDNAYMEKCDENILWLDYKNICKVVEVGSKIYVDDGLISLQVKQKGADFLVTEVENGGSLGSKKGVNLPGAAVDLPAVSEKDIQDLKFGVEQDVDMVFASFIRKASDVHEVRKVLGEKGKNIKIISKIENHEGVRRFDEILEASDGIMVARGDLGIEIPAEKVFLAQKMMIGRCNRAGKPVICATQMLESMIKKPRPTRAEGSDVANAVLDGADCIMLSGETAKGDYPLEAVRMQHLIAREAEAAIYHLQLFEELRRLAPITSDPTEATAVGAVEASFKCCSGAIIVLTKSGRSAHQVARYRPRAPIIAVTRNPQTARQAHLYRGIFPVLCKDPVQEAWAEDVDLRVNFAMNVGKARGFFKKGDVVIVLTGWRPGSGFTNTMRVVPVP
#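 ATP formation by purified human PK-M2, quantified via coupled luciferase luminescence after 1 h at room temperature with 0.1 mM ADP and 0.5 mM PEP final.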
# RORgamma inh – inhibitors of mouse ROR gamma transcriptional activity; P51450; Drosophila S2 Gal4-RORgamma UAS-luciferase reporter, 20 h; Potency, µM (top dose mostly 53.6 µM), inactives show at the highest dose activity change, negative = inhibition, most hits filed as inhibitors; 310,000 tested, 5.4% active; further: potency means the concentration at half of the fitted maximal effect; on the % scale 0 is the no-effect control and ±100 the full control effect; nearly all actives have a fitted effect of over 60% in size
#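 Stable Schneider cell line, Gal4 DNA-binding domain fused to ROR gamma, UAS-luciferase. Cmpd 1 hr RT → CuSO4 700 uM final → 20 hr RT → luciferase reagent 10 min → luminescence.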
# Mito fusion yeast – blocks mitochondrial division or promotes mitochondrial fusion | 320,000 tested, 0.23% active | Potency, µM (titrated, usually from 46.1 µM), inactives show at the highest dose growth rescue (activation), usual class: activators | S. cerevisiae fusion-defective mutant growth rescue, CellTiterGlo 48 h;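 further: potency means the concentration at half of the fitted maximal effect; % of control where 0% means no effect; nearly all actives have a fitted effect of over 45% in size; temperature-sensitive fusion mutants such as fzo1-1 at 37 °C on non-fermentable ethanol glycerol medium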
#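 Yeast fusion mutant, YPEG (non-fermentable carbon), compound, 48 h at 37C non-permissive; CellTiterGlo added, 10 min RT, luminescence read. Rescued growth = division inhibition.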
# KCNH2 3.1 block – inhibitors of human KCNH2 3.1 potassium channel isoform | U2OS KCNH2 3.1, thallium flux FluxOr; stronger effect = lower value | activity change, % (tested at about 1.8 µM) | 340,000 tested, 0.95% active | AID 720553;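 active means maximum activity change below -70%; inconclusive means maximum activity change from -70% to -50%; inactive means maximum activity change above -50%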;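 further: thallium influx rate constant from kinetic fluorescence after stimulation buffer; on the % scale 0 is the no-effect control and ±100 the full control effect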
#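 Channel expression came from 3.1 mutant virus (1.77 x 10^8 /mL) applied to suspended U2OS cells for 4 h. Flux was tracked with FluxOr dye plus Red40 quencher, and kinetic rate constants normalized to controls.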
# Rab9 promoter act – activates the Rab9 promoter; Huh7 Rab9 promoter-luciferase reporter, luminescence, 24 h; Potency, µM (top dose mostly 9.22 µM), for the others: at the top dose activation, negative = inhibition, hits mostly activators; 320,000 tested, 2.8% active; AID 485297; further: potency means the concentration at half of the fitted maximal effect; % of control where 0% means no effect; nearly all actives have a fitted effect of over 60% in size
#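 Huh7 reporter line, Rab9 promoter upstream of luciferase. Compound exposure 24 h at 37 °C in reduced-serum medium with 10% FBS. Read-out: luminescence.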
# Gal4-VP16 FLuc – inhibits Gal4-VP16 luciferase reporter, ROR gamma counter-screen. Drosophila S2 Gal4-VP16 UAS-luciferase, luminescence, 20 h. Potency, µM (series often up to 53.6 µM), without a hit: at the top dose activity, negative = inhibition, usual class: inhibitors. 310,000 tested, 3.5% active;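 further: Gal4-VP16 expression switched on by copper sulfate through the metallothionein promoter; potency means the concentration at half of the fitted maximal effect; on the % scale 0 is the no-effect control and ±100 the full control effect; nearly all actives have a fitted effect of over 50% in size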
# * hit, by the source's call; ? = inconclusive; . = not tested or not shown; & = joins results of further samples; [ ] = remark or other dose. Unless noted, the call rests on the fitted dose curve; in most records, active means well fitted curve in the direction sought with a large enough effect; inconclusive means small, poorly fitted or top-dose-only effect, or another doubt; inactive means no such curve, though single readings can be large; an effect the other way counts as inactive or inconclusive.
SMILES,ELG1 repair inh,FLuc counter,MBNL1-CUG inh,Menin MLL FP TR,NPC1 promoter act,PKM2 act,RORgamma inh,Mito fusion yeast,KCNH2 3.1 block,Rab9 promoter act,Gal4-VP16 FLuc
O=C1/C(=C/c2ccco2)SC(=S)N1CCC(=O)N1CCCCC1CCO (stereo not given),16%,-19%,?,.,1%,.,-34%,-7%,-18,-1%,-18%
Cc1nc(NNC(=O)c2ccc([N+](=O)[O-])cc2)cc(-c2ccccc2)n1,10%,?,?,?,-3%,-1%,2.2µM*,2%,-4,1%,7.9µM*
O=C1OCC2OC(O)C(O)C(O)C2OC(=O)c2cc(O)c(O)c(O)c2-c2c(O)c(O)c3oc(=O)c4c(c(O)c(O)c5oc(=O)c2c3c54)-c2c1cc(O)c(O)c2O (stereo not given),11%,27µM*,?,.,-3%,-1%,-20%,-52%[inhibitor],.,-12%,-2%
CCOC(=O)c1[nH]c2ccc(OC)cc2c1NS(=O)(=O)c1ccc(Cl)s1,1%,1%,393%[activator],11%,-1%,5%,?,6%,-4,2%,0%
CC(c1ccco1)N(C(=O)COc1ccccc1[N+](=O)[O-])c1ccccn1 (stereo not given),.,0%,13%,12%,.,1%,9%,8%,2,.,11%
COCCN1Cc2cccc(C(=O)Nc3cccc(C)c3C)c2C1=O,-18%,-1%,-9%,-7%,-1%,-1%,-15%,7%,18,-3%,-5%
COc1ccc2cc(C(N)=O)/c(=N\NC(=O)c3ccccc3)oc2c1,?,11µM*,?,?,0.89µM*,.,13µM*,6%,-12,0.71µM*,?
O=C(NN1CCOCC1)C12CC3CC(CC(C3)C1)C2,19%,-5%,.,13%,-3%,-2%,-2%,-4%,10,-1%,-5%
CCc1cc(=O)oc2c(C)c(OC(C)C(=O)NCCCn3ccnc3)ccc12 (stereo not given),17%,3%,-9%,2%,-5%,-4%[0.46 µM],9%,-7%,11,-8%,-4%
CN1C(=O)C2(Oc3ccccc3C3CC(c4ccccc4)=NN32)c2ccccc21 (stereo not given),?,?,22%,-23%,3%,6%,-43%,-3%,-8,-12%,2%
O=C(Nc1nnc(Cc2ccc(Cl)cc2)s1)c1cccnc1,26%,?,84%[activator],?,6%,-12%,-31%,22%,-8,4%,1%
O=C(c1ccc(S(=O)(=O)N2CCCCCC2)cc1)N1CCN(c2ccccn2)CC1,?,3%,-1%,-10%,-6%,-5%,-25%,-3%,-9,-4%,-2%
COc1ccc(CCN=C(N)NS(=O)(=O)c2ccc(OC)c(OC)c2)cc1OC,12%,0%,-11%,9%,0%,-13%,13%,2%,-1,-1%,-1%
CC(=O)Nc1ccc(S(=O)(=O)Oc2cccc(/C=N/N=C3/NC(=O)C(CC(=O)O)S3)c2)cc1 (stereo not given),-1%,?,?,-2%,-4%,-1%,-1%,0%,2,1%,-7%
Cc1cccc(C)c1NC(=O)CNC(=O)c1ccc2ccccc2n1,-1%,-9%,.,.,-1%,.,.,2%,6,-2%,.
CC(C)N(C(=O)Cn1cc(SCC(=O)N2CCCC2)c2ccccc21)C(C)C,-4%,2%,.,-3%,-7%,-7%,9%,1%,-2,-1%,20%
CC(C)c1ccc(NC(=O)Cn2c(=O)oc3cccnc32)cc1,?,-14%,3%,.,0%,4%,11%,-2%,-6,0%,13%
c1cn(CCCNc2ncnc3sc4c(c23)CCC4)cn1,?,5%,-2%,-2%,0%,-2%,-2%,1%,-2,-3%,0%
CCN(c1ccccc1)c1cc(C)nc2ncnn12,-12%,-1%,-10%,-14%,-3%,-6%,?,7%,-2,-3%,13%
Cc1csc2nc(CNC(=O)c3cccc(C(F)(F)F)c3)cn12,5%,1%,-6%,9%,-3%,-1%,-23%,-4%,5,9%,-4%
Cc1ccc(N(CCC#N)C(=O)CSc2nc3ccccc3c(=O)[nH]2)cc1,-3%,.,.,.,-2%,.,.,0%,-12,-3%,.
COC(=O)[C@@]12CCCN1[C@H](c1ccc(-c3ccc(F)cc3)c(OC)c1)[C@H]1C(=O)N(C)C(=O)[C@H]12,-1%,1%,.,.,-2%,.,.,3%,9,-2%,.
COc1ccc(CCNC(=O)c2nnn(CC(=O)Nc3cccc(F)c3)c2N)cc1OC,-7%,0%,.,7%,8%,0%,14%,-1%,4,1%,-2%
O=C(CNC1CCCC1)Nc1cc(Cl)ccc1[N+](=O)[O-],13%,3%,.,.,-1%,5%,3%,3%,8,-3%,-9%
O=S(=O)(c1ccccc1)N1CCN=C1SCc1ccc(Cl)cc1,?,-15%,5%,18%,-4%,3%,37%,2%,-43,0%,?
CCC(=O)N(Cc1cc2cc(OC)ccc2[nH]c1=O)c1ccccc1C,-4%,1%,-13%,?,-4%,0%,17%,-5%,-3,5%,2%
CCCCC1=CC2=CC(=O)C(C)(OC(=O)CCc3ccccc3)C(=O)C2=CO1 (stereo not given),1%,3%,3%,-6%,-2%,1%,-22%&1%,-9%,6,-3%,-5%&-2%
CCOc1ccc(C2CC(=O)NC(SCC(=O)OC)=C2C#N)cc1 (stereo not given),-1%,-2%,26%,0%,-2%,0%,11%,-1%,3,-7%,6%
COc1cc(/C=C2\SC(N3CCCCC3)=NC2=O)cc(OC)c1OC,?,?,?,?,-5%,.,1%,5µM*,21,-3%,9%
COc1ccc(C(=O)COC(=O)c2ccc(Cl)nc2)c(OC)c1,-1%,-18%,.,.,-12%,.,.,18%,-7,-5%,.
c1ccc(-c2ccccn2)nc1,-1%,3%,-19%,12%&0%,-3%[46.1 µM],-1%,-3%,-38%&-2%[inhibitor],-8,-4%[46.1 µM],-2%
CCOc1nc2ccccc2nc1C,8%,-2%,-8%,2%,18%,-8%,0%,1%,1,0%,-5%
Cc1ccc(S(=O)(=O)N2CCN(S(=O)(=O)N3CCCCC3)CC2)cc1C,14%,2%,-9%,?,-6%,0%,?,0%,1,-2%,0%
COc1ccc(-c2cc(=O)oc3cc(OCC(=O)N(C)C)ccc23)cc1,4%,-1%,?,3%,-3%,1%,.,0%,-22,-37%[inhibitor],.
Cc1c(C)n(C)c2ccc(C(=O)NCCN3CCOCC3)cc12,16%,-4%,-5%,4%,-1%,2%,-18%,6%,32,0%,-1%
Cc1ccc(S(=O)(=O)N2CCC(=O)N(C(COCc3cccc(Cl)c3)C(C)C)CC2)cc1 (stereo not given),-11%,0%,10%,-7%,-5%,0%,16%,?,1,-2%,-11%
CC1=C(C(=O)Nc2cc(C)ccc2C)C(c2cccs2)NC(=S)N1 (stereo not given),-8%,2%,-3%,-15%,0%,-2%,-24%,1%,-4,3%,-8%
CC(C)(C)c1cc(CCC(=O)NCc2ccncc2)cc(C(C)(C)C)c1O,11%,-17%,-3%,.,-3%,3%,-7%,0%,15,15%,7%
CCOc1ccc(NC(=O)CN(C)C(=O)c2ccccc2OCc2c(C)noc2C)cc1OCC,0%,-1%,.,.,-3%,.,.,-1%,4,-5%,.
O=C(N/N=C/C(Cl)=C\c1ccccc1)c1ccco1,?,4.8µM*,?,.,2.5µM*,-2%,?,-6%,1,2.5µM*,-11%
S=c1nccc(-c2cccs2)[nH]1,-2%,-14%,?,6%,4%,-4%,4µM*,-13%,7,13%,7.9µM*
CCOC(=O)C(C(=O)OCC)C(Nc1cccc(Br)c1)c1ccccc1 (stereo not given),?,2%,-5%,-6%,-2%,4%,11µM*,0%,2,0%,?
CCOc1cc(/C=N/O)ccc1OCc1ccccc1F,?,?,-8%,25%,8%,?,25%,?,4,5%,-1%
Cn1c(O)c(N=Nc2ccc(F)cc2)c2ccccc21,9%,?,?,7%,4%,-1%,?,5%,-21,21%,-7%
CC(C)(CNC(=O)c1ccc(S(=O)(=O)Nc2ccc(Cl)cc2)cc1)N1CCOCC1,-1%,-1%,.,.,-4%,.,.,-6%,-7,-2%,.
O=C(O)CCN(Cc1ccccc1)S(=O)(=O)c1c(Cl)cccc1Cl,3%,-10%,-12%,-3%,-4%,11%,8%,22%,1,1%,0%

# These rows are one share of the data; count on the stated rates, not on these rows.
